# Screening data: PubChem, Sanford-Burnham Center for Chemical Genomics
# CCR6 antag – CCR6 receptor antagonists, primary screen, cell-based, CHO-K1, luminescence, beta-arrestin, uHTS; C-C chemokine receptor type 6 (Homo sapiens), P51684; CHO-K1 CCR6 PathHunter beta-arrestin, CCL20-stimulated; inhibition, % at 20 µM; hit rate 0.49% among 340,000; AID 493098, 2011;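 active = compounds whose inhibition of the agonist-driven luminescence signal at 20 µM reaches about 50%, limit read from the data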;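 also: cells stimulated with CCL20 at 14 nM final; plate controls were DMSO with CCL20 for no effect and DMSO without agonist for full effect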
# Gli-Sufu block – Gli-Sufu pathway antagonists, primary screen, luciferase luminescence, Sufu-KO-LIGHT cells, uHTS | Sufu-KO-LIGHT fibroblasts, Gli luciferase reporter luminescence | inhibition, % at 5 µM | hit rate 0.74% among 340,000;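 active = inhibition above about 55%, limit read from the data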;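 also: 0% = DMSO-treated cells and 100% = wells with medium but no cells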
# APJ antagonist – antagonists of human apelin receptor APJ, primary screen, CHO-K1 cells, beta-arrestin complementation, luminescence; P35414; inhibition, % at 20 µM; hit rate 0.32% among 330,000;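 active = inhibition above about 40% at 20 µM, limit read from the data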;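 also: cells challenged with 10 nM apelin-13 agonist together with compound; plate controls were apelin-13 plus DMSO wells for no effect and DMSO wells lacking apelin-13 for full effect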
# UBC13 inh – UBC13 polyubiquitin chain formation inhibitors, primary screen, biochemical, TR-FRET, uHTS; Ubiquitin-conjugating enzyme E2 N (Homo sapiens), P61088; inhibition, % at 20 µM; hit rate 0.47% among 330,000; AID 485273, 2010; in the data active = inhibition above about 45%, passing the limit was not always enough
# Target sequence (P61088 whole entry, looked up): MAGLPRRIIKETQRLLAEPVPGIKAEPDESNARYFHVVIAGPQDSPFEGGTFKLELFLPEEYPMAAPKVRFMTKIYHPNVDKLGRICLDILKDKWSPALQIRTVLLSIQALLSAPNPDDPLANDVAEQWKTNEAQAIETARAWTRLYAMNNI
# EBI2 antag – EBI2 receptor antagonists, beta-arrestin recruitment, primary screen, cell-based, luminescence, 7a,25-OHC stimulation, uHTS | AID 651636, 2012 | 7a,25-OHC stimulated | inhibition, % at 5 µM | hit rate 0.81% among 360,000 | G-protein coupled receptor 183 (Homo sapiens), P32249; in the data active = inhibition above about 38%;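 also: enzyme fragment complementation signal reports receptor beta-arrestin coupling in cells; 0% = agonist plus DMSO wells and 100% = wells without agonist; some results beyond the cut were filed as inactive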
# Target sequence (P32249 whole entry, looked up, the tested form may be a part): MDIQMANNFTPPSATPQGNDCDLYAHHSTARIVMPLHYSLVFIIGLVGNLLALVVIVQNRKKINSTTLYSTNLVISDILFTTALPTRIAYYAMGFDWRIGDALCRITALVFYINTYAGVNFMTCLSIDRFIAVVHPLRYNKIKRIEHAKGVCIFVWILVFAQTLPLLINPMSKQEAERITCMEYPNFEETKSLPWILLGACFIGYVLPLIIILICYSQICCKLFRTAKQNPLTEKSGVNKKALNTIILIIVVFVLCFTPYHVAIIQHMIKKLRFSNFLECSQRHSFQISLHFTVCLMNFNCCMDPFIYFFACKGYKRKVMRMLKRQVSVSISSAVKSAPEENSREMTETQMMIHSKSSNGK
# ATG4B inh – ATG4B protease inhibitors, primary screen, biochemical, fluorescence, uHTS; inhibition, % at 8.33 µM; hit rate 0.51% among 340,000; ATG4B cleavage of LC3-PLA2, NBD-HPC fluorescence, 1 h; AID 504462, 2011; in the data active = inhibition above about 40%
# Target sequence (Q9Y4P1 whole entry, looked up): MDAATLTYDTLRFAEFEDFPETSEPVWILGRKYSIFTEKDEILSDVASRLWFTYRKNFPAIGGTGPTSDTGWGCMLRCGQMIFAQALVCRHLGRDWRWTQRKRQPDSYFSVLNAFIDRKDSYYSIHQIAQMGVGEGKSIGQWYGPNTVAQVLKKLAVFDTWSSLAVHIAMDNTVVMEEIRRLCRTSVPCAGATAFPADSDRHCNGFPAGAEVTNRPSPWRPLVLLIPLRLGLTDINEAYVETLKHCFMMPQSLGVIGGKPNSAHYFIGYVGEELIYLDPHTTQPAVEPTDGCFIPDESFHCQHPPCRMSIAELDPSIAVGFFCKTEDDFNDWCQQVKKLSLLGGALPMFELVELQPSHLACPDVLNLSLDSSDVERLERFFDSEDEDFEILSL
# CXCR6 inh – CXCR6 receptor inhibitors, primary screen, cell-based, beta-arrestin, luminescence, CHO-K1 PathHunter, 1536-well | AID 602244, 2012 | inhibition, % at 20 µM | hit rate 0.36% among 360,000; in the data active = inhibition above about 34%, passing the limit was not always enough;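 also: antagonist mode with CXCL16 agonist at 10 nM final; 0% = 10 nM CXCL16 with DMSO and 100% = unstimulated wells without agonist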
# APJ agonist – agonists of human apelin receptor APJ, primary screen, CHO-K1 cells, PathHunter beta-arrestin, luminescence. P35414. 0% DMSO wells, 100% apelin. activation, % at 20 µM. hit rate 0.11% among 330,000. AID 2520, 2010;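 active = activation more than six SD over the plate average, tested at 20 µM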;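 also: 0% = DMSO alone and 100% = apelin-13 at 10 nM; some results filed as inactive read as strong as hits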
#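 system = engineered CHO-K1 APJ arrestin reporter cells | input = 1000 cells per well | timing = overnight seeding, 90 min compound at 25 °C, 1 h detection | measured by = enzyme-fragment complementation luminescence | read-out = beta-arrestin recruitment to APJ as agonist activity, luminescent signal | control set = negative DMSO alone, positive Apelin-13 at 10 nM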
# * marks the source's active call; other numbers are inactive results; / = no result given. An unsorted share of the library, and some 3% of all compounds hit somewhere here.
canonical_smiles	CCR6 antag	Gli-Sufu block	APJ antagonist	UBC13 inh	EBI2 antag	ATG4B inh	CXCR6 inh	APJ agonist
OCCC1CN(Cc2cccn2-c2ccccn2)CCN1C1CCCC1 (centres undefined)	13	30	0	-8	8	-11	9	-3
CC(CCc1ccccc1)NC(=O)COC(=O)c1cccn1C (centres undefined)	8	7	-2	0	-1	-2	7	-4
O=C(O)c1cccnc1Nc1ccc(Cl)cc1	-15	-1	-1	-2	-3	5	-4	-2
Cc1cc(C(=O)Nc2c(C)n(C)n(-c3ccccc3)c2=O)c(C)o1	9	0	5	5	-6	-5	-7	-5
CC(=O)N1CCN(C23CC4CC(CC(C4)C2)C3)CC1	1	1	8	6	-1	0	27	-3
Cc1nn(Cc2ccccc2Cl)c(C)c1C(=O)NCC(c1cccs1)N1CCOCC1 (centres undefined)	4	14	16	0	-5	5	33	-7
Cc1cc(C)cc(NC(=O)C2CCCN2S(=O)(=O)c2ccc3c(c2)C(C)(C)C(=O)N3C)c1 (centres undefined)	3	-2	20	5	4	-1	2	-3
Cc1ccc(S(=O)(=O)NC(=O)NC(C)c2ccc(F)cc2)cc1 (centres undefined)	5	-9	-12	1	9	-7	-2	-4
CCOCC(=O)Nc1c(C(=O)Nc2ccccc2OC)oc2ccccc12	-11	-8	-14	29	19	4	9	0
CC(C)(C)OC(=O)N1CCC(NC(=O)c2[nH]cnc2C(=O)N[C@@H](Cc2ccccc2)C(=O)OCc2ccccc2)CC1	-27	-14	-11	-44	-4	-3	-8	6
Cc1nc(/N=C\c2ccc(N(C)C)cc2)sc1C	1	21	-12	-28	-3	8	-3	0
Cn1nnnc1Sc1ncnc2scc(-c3cccc(Br)c3)c12	26	-9	4	8	-30	-7	4	-4
Cc1sc(N)nc1-c1c(C)n(C)c2ccccc12	0	4	17	4	-5	-12	-6	-1
CCOc1ccc(NC(=O)CN(C)C(=O)c2cccc(S(=O)(=O)N3CCCC3)c2)cc1OCC	4	-2	18	5	1	-7	-1	0
COc1ccc(Cn2c(CCC(=O)Nc3ccc(CC#N)cc3)nc3cccnc32)cc1	-3	-5	-18	5	-10	3	8	-2
N#Cc1cccc(Cn2nnc(-c3ccccc3)n2)c1	0	-8	-5	5	-6	-8	5	1
COc1ccc(S(=O)(=O)c2ccc(OC)c(OC)c2)cc1OC	-9	-3	-6	4	-9	-7	8	-1
C[C@@H]1C(NC(=O)c2ccccc2)CC2CC1C2(C)C (some centres undefined)	6	-19	-1	-5	-2	2	-2	-3
O=c1c2c3c(sc2ncn1/N=C/c1ccc(Br)o1)CCCC3	9	-1	18	-4	2	19	-7	-7
Cc1c(C)c2ccc(OS(C)(=O)=O)cc2oc1=O	-3	3	11	9	3	-3	8	3

# Whole records, quoted from the list. Order of screens: CCR6 antag | Gli-Sufu block | APJ antagonist | UBC13 inh | EBI2 antag | ATG4B inh | CXCR6 inh | APJ agonist
# COc1ccc(S(=O)(=O)c2ccc(OC)c(OC)c2)cc1OC is listed as -9 | -3 | -6 | 4 | -9 | -7 | 8 | -1
# Cc1cc(C(=O)Nc2c(C)n(C)n(-c3ccccc3)c2=O)c(C)o1 is listed as 9 | 0 | 5 | 5 | -6 | -5 | -7 | -5
# Cc1c(C)c2ccc(OS(C)(=O)=O)cc2oc1=O is listed as -3 | 3 | 11 | 9 | 3 | -3 | 8 | 3
# O=c1c2c3c(sc2ncn1/N=C/c1ccc(Br)o1)CCCC3 is listed as 9 | -1 | 18 | -4 | 2 | 19 | -7 | -7

# Further results:
canonical_smiles	CCR6 antag	Gli-Sufu block	APJ antagonist	UBC13 inh	EBI2 antag	ATG4B inh	CXCR6 inh	APJ agonist
CCN(CC)C(=O)c1sc(N)c(C#N)c1C	-1	13	12	-6	9	12	-1	-4
COC(=O)NC1(C(F)(F)F)C(=O)NC(C)=C1C(=O)OC (centres undefined)	-3	0	-7	-1	-4	-11	-18	-7
O=C(O)Cn1ncn(-c2ccc(OC(F)(F)F)cc2)c1=O	-3	3	3	6	4	-6	-9	-4
CCN1C(C)=C(C)S/C1=C1\SC(=S)N(C2CCCCC2)C1=O	22	8	3	-6	11	-2	12	-8
O=c1[nH]c2ccccc2nc1/C=C(\O)C(F)F	-2	1	6	-9	-8	-4	8	-1
CCOC(=O)Cc1csc(NC(=O)CC(C)(C)C)n1	12	/	4	-6	-8	-8	2	-2
COc1cccc(NC(=O)C2CCCN2C(=O)OCc2ccccc2)c1 (centres undefined)	-5	4	20	3	0	-5	-11	2
O=c1cc(CN2CCN(c3cccc(Cl)c3)CC2)c2cc(O)c(-c3ccccc3)cc2o1	2	-15	-5	-23	2	-3	2	-3
COC(=O)CC1C(=O)NCCN1C(=O)c1ccc([N+](=O)[O-])cc1 (centres undefined)	2	-2	12	-6	9	-9	8	-2
C[C@@]12C(=O)N(c3cccc(F)c3)C(=O)N1[C@H](c1ccc(Cl)cc1)[C@@H]1C(=O)N(C3CCCCC3)C(=O)[C@@H]12	-13	-12	-4	22	1	-16	0	1
COc1ccc(Cl)cc1NC(=O)CSc1nnc(Cn2c(=O)sc3ccccc32)n1C	5	20	15	10	2	-12	0	-2
CCc1cccc(CC)c1NC(=O)CCCSc1nc2ccccc2s1	22	5	6	-10	19	39	3	-4
O=C(Cc1cccc2ccccc12)NNC(=O)c1ccc(Br)o1	-7	-4	11	-10	-6	3	2	1
Cc1cc(=O)oc2cc(OCC(=O)c3ccccc3)ccc12	-2	-24	-1	-5	-3	-14	-2	-1
CN(Cc1nc(CCc2ccccc2)no1)Cc1cccs1	8	-17	3	16	-3	-7	4	-3
CN(C)C(=O)CSc1nnc(Cc2ccc([N+](=O)[O-])cc2)o1	2	47	-1	-3	-12	-2	-6	5
O=C(COC(=O)c1cn(-c2ccccc2)nc1-c1ccc(F)cc1)Nc1ncc(Cl)cc1Cl	20	-15	-7	-35	17	-5	0	-2
Cc1cccn2c(=O)c3cc(C(=O)NCc4cccnc4)c(=N)n(CC4CCCO4)c3nc12 (centres undefined)	28	7	22	-2	-3	4	10	-3
Cc1nc(-c2coc3cc(C)c(N=O)c(O)c3/c2=N\N)cs1	4	7	18	-17	1	-6	2	-3
Cc1cccc(N2CCN(S(=O)(=O)c3cc(-c4cc(C)no4)ccc3C)CC2C)c1 (centres undefined)	6	15	-1	8	2	-8	8	-5
CCCc1nc(SCC(=O)N2CCCC2)c2ccccc2n1	9	4	-1	-3	-23	0	6	-3
O=S(=O)(Nc1cccc(CO)c1)c1cccs1	1	0	13	4	-5	-3	-1	0
Cc1ccc(S(=O)(=O)NCCC(=O)NC(C)CCc2ccccc2)cc1 (centres undefined)	2	0	5	2	-1	-5	9	1
O=C(Nc1ccccc1)N1CCN(c2ccc(C(F)(F)F)cn2)CC1	2	26	-9	0	32	-11	-6	6
Cc1ccc(C2CC(=O)c3cnn(-c4nc(C)cc(C)n4)c3C2)cc1 (centres undefined)	5	1	-3	2	-24	-8	2	-3
c1ccc(OCc2nc3c4c(ncn3n2)-c2ccccc2CC42CCCC2)cc1	13	8	-6	4	41	-4	0	1
COc1ccc(-c2oc3ncnc(NCCCN(C)C)c3c2-c2ccc(OC)cc2)cc1	26	11	24	10	16	6	-9	-4
CCCCN(CC)Cc1ccc(CNC(=O)Nc2ccc(OCC)cc2)o1	13	11	-13	15	7	-2	-8	-4
COc1ccc(-c2cccc(NS(=O)(=O)c3ccccc3[N+](=O)[O-])c2)nn1	11	-1	14	-2	-4	1	-4	-3
CC(C)CCN(C(=O)c1ccc(Br)cc1)c1c(N)n(Cc2ccccc2)c(=O)[nH]c1=O	12	1	-4	-20	-1	-11	5	-3
CCC(c1nnnn1Cc1ccc(OC)cc1)N1CCN(C(=O)c2ccco2)CC1 (centres undefined)	4	-4	2	4	-6	-6	-3	-5
COc1ccc(CC(=O)N/N=C/c2c(C)n(C)c3ccccc23)cc1OC	-2	-8	7	-1	2	-7	-22	-4
Cc1nc(SCC(=O)NCc2ccco2)c2c(C)c(C)sc2n1	-16	11	-2	3	-7	3	-1	-4
Cc1nn2c(NCCOCCO)c3c(nc2c1-c1ccccc1)CCC3	6	0	6	4	4	-8	-28	-4
CC1CN=C(c2cccn2Cc2ccc(F)cc2Cl)O1 (centres undefined)	5	0	-10	-11	-3	43*	6	-7
CCOC1C(=O)NC(=O)N1Cc1ccccc1 (centres undefined)	-3	1	2	-6	-8	-1	7	-4
CCCN1Cc2cccc(C(=O)NCc3ccc4c(c3)OCO4)c2C1=O	4	-23	9	9	1	-4	1	0
Cc1[nH]c2ccccc2c1C(=O)COC(=O)C1CC(=O)N(Cc2ccccc2)C1 (centres undefined)	1	-2	-4	-3	-1	-11	-38	-2
COc1ccc(OC)c(C2NC(=O)c3sc(=S)n(-c4ccccc4)c3N2)c1 (centres undefined)	13	3	10	1	4	8	6	-4
Cc1ccc(C(=O)NNC(=O)c2cccs2)cc1	-4	-41	4	6	-4	1	-1	-3
Cc1oc(-c2ccc(Cl)cc2)nc1CN1CCC(C(=O)NCCCN2CCCC2=O)CC1	0	4	3	1	-1	2	3	-2
Cc1ccc(Cn2nnnc2CN2CCC(NC(=O)c3ccccc3F)CC2)cc1	-6	-4	7	-4	-7	0	3	-7
O=C(CSc1ccc(-c2cccnc2)nn1)c1ccc([N+](=O)[O-])cc1	8	-7	5	-7	-6	31	-7	15
COc1ccc(C2CC(c3ccc4ccccc4c3)=NN2C(=O)CSc2ncccn2)cc1 (centres undefined)	11	-26	-3	30	4	-3	2	1
Cc1ccccc1C(=O)Nc1cc(S(=O)(=O)N2CCCCC2)ccc1N1CCN(C)CC1	-2	3	16	18	-1	-5	-9	-2
COC(=O)CSc1nc(N2CCOCC2)c2c(c1C#N)CC(C)(C)OC2	6	0	-15	0	6	20	9	-2
CCOC(=O)c1sc2nc(CC(C)C)c3c(c2c1N)CCC3	19	-6	4	12	6	-6	-5	1
O=C(Nc1ccccc1)c1ccc(F)cc1F	10	-12	4	-8	-6	1	5	-3
Cc1cc(OCCCCCNCCO)ccc1Cl	11	1	-1	21	-1	0	0	-3
CC(NC(=O)c1ccc(NC2=NC3CS(=O)(=O)CC3S2)cc1)c1ccccc1 (centres undefined)	2	5	10	-7	-4	-17	2	4
C=CCc1ccccc1OCC(O)CNC (centres undefined)	1	6	0	-6	-3	-3	0	-1
FC(F)(F)c1cccc(Cc2noc(CN3CCCC(CN4CCCC4)C3)n2)c1 (centres undefined)	0	25	5	20	-9	0	3	-4
NC(=O)c1ccccc1OCCOCCOCCOc1ccccc1C(N)=O	-3	-1	2	16	-13	1	-7	-2
O=C(Cc1cccs1)NCc1cccc(F)c1	14	-11	-3	-4	-10	-6	6	-2
Cc1nnc(SC(C)C(=O)NC2CCCCC2)[nH]c1=O (centres undefined)	14	-1	/	/	-1	-6	-1	/
CC(C)c1nc(N2CCN(C(=O)c3ccccc3)CC2)c(C#N)c2c1COC(C)(C)C2	20	4	1	1	-29	-6	8	3
O=C(Nc1ccc(S(=O)(=O)N2CCOCC2)cc1)c1cc(-c2cc(Cl)ccc2O)n[nH]1	-5	7	-8	9	18	13	4	-1
O=C(c1cccs1)N(Cc1ccco1)c1nc(-c2ccc(F)cc2)cs1	18	4	-7	1	40	42*	9	-1
